# FLuc inh: inhibitors of firefly (Photinus pyralis) luciferase; purified P. pyralis luciferase, luminescence, biochemical; Potency, µM (highest dose often 115 µM), for the others: at the highest dose activity change, negative = inhibition, hits mostly inhibitors; 2.5% of 76,000 active; P08659; further: potency means the concentration at half of the fitted maximal effect; nearly all actives have a fitted effect of over 65% in size
# Target sequence (P08659 whole entry, looked up): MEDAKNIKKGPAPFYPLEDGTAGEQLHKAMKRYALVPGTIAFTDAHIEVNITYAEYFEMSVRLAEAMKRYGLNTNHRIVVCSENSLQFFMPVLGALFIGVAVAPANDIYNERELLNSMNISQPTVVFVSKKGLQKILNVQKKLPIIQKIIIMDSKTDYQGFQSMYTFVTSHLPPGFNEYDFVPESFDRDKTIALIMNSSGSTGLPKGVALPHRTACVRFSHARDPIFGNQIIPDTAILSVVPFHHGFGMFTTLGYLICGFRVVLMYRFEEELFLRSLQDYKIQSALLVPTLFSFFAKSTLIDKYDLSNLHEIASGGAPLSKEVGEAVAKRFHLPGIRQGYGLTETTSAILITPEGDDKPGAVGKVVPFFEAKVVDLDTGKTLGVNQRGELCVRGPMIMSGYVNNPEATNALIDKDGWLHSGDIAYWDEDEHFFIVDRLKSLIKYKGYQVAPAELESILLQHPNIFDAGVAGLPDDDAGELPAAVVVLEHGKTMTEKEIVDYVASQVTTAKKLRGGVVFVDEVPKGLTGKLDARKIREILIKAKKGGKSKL
#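 Inhibitors were tested against purified firefly luciferase in a biochemical, low-substrate format (both substrates at 10uM) and luminescence measured with a CCD imager.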
# SNCA expr inhib: inhibitors of alpha-synuclein (SNCA) gene expression | Potency, µM (titrated, usually from 57.2 µM), for the others: at the top dose activity change, negative = inhibition, hits mostly inhibitors | AID 1671194 | HEK-293 SNCA-luciferase knock-in, luminescence, 24 h | 0.17% of 140,000 active;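 further: potency means the concentration at half of the fitted maximal effect; plate controls were DMSO cells for no effect and cell-free wells for full effect; nearly all actives have a fitted effect of over 45% in size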
# HEK293 viab: reduces viability of HEK-293 SNCA reporter cells | HEK-293-SNCA-luc viability, GF-AFC fluorescence, 24 h | Potency, µM (doses to about 57.1 µM), inactives show at the top dose activity change, negative = cytotoxicity, actives largely listed as cytotoxic | 0.12% of 150,000 active;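 further: potency means the concentration at half of the fitted maximal effect; 0% = DMSO-treated cells and -100% = medium-only wells without cells; nearly all actives have a fitted effect of over 30% in size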
#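 HEK-293-SNCA-luc cells (1500/well) plated 24 h, then exposed 24 h to a dilution series; GF-AFC added 30 min at 37C, fluorescence 405/540 nm; normalised to medium-only and DMSO wells, Hill fit.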
# 3T3 cytotox: kills NIH 3T3 cells | NIH 3T3 viability, CellTiter-Glo ATP luminescence, 48-72 h | Potency, µM (doses to about 96.7 µM), for the others: at the top dose activity change, negative = cytotoxicity, actives largely listed as inhibitors | 4.3% of 94,000 active | AID 1345082; further: potency means the concentration at half of the fitted maximal effect; nearly all actives have a fitted effect of over 55% in size
#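 First NIH 3T3 cells are plated at 400 cells/well; next compound is pinned in; then plates incubate 48 or 72 hr at 37 °C; finally CellTiter-Glo is added and luminescence read after 10 min.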
# HEK293 tox: cytotoxic compounds in HEK 293 cells; HEK 293 viability, ATP luminescence (CellTiter-Glo), 48-72 h; Potency, µM (highest dose often 115 µM), for inactives: at the top dose activity change, negative = cytotoxicity, usual class: inhibitors; 6.6% of 94,000 active; AID 1345083; further: potency means the concentration at half of the fitted maximal effect; nearly all actives have a fitted effect of over 60% in size
#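 Viability of HEK 293 cells, plated at 250 cells/well, was judged by cellular ATP after compound treatment for 48 or 72 hr. Luminescence was imaged 10 min after CellTiter-Glo addition at room temperature.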
# GPT2 inhibitor: inhibitors of human GPT2 alanine aminotransferase; AID 1671188; Q8TD30; 0.25% of 100,000 active; Potency, µM (doses to about 57.7 µM), inactives show at the highest dose activity change, negative = inhibition, hits mostly inhibitors; Recombinant GPT2, coupled pyruvate oxidase/HRP Amplex Red fluorescence; further: potency means the concentration at half of the fitted maximal effect; nearly all actives have a fitted effect of over 60% in size; many of its hits are not listed in these tables
# Target sequence (Q8TD30 whole entry, looked up): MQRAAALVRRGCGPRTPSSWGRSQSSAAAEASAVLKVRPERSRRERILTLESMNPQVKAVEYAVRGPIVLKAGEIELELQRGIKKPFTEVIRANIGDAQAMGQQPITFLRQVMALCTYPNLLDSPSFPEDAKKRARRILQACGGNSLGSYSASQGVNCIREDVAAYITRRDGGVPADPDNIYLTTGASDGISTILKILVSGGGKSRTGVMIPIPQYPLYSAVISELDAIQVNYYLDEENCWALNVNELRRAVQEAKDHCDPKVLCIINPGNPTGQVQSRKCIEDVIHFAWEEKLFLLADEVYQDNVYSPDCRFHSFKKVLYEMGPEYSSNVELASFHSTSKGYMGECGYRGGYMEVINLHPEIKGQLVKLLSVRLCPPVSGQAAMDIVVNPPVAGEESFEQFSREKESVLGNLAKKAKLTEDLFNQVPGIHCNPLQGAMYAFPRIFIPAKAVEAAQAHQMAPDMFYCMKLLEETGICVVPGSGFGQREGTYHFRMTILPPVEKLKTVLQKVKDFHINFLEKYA
#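 Fluorescence of coupled pyruvate oxidase/HRP/Amplex Red system (50uM Amplex, 30 min, dark) reports pyruvate formed by GPT2. Enzyme reaction: 10ng/uL GPT2, 2mM L-alanine, 250uM a-KG, 30 min room temperature, pH 7.5; 50uM AOA control.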
# IP6K1 inhibitor: IP6K1 kinase inhibition. Q92551. IP6K1 kinase, ADP-Glo luminescence, 2 h; active compounds read low. activity change, % (series mostly up to about 58 µM). 0.81% of 140,000 active; in the data active means activity change below about -25%
#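 ADP-Glo luminescence measures ADP made by human IP6K1 during a 2 h RT reaction with ATP/IP6 (mix at 1.3 mM/130 uM); top library doses 57.5 and 19.1 uM final.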
# * hit, by the source's call; i = inactive; ? = inconclusive; · = no result given; [ ] = dose if it differs, or a comment. Unless noted, the call rests on the fitted dose curve; in most records, active means well fitted curve in the direction sought with a large enough effect; inconclusive means small, poorly fitted or top-dose-only effect, or another doubt; inactive means no such curve, though single readings can be large; an effect the other way counts as inactive or inconclusive. Unless noted, on the % scale 0 is the no-effect control and ±100 the full control effect. Not all compounds are listed. The share of hits here may be higher or lower than overall.
canonical_smiles,FLuc inh,SNCA expr inhib,HEK293 viab,3T3 cytotox,HEK293 tox,GPT2 inhibitor,IP6K1 inhibitor
CN1C(=O)C(CC(=O)NC2CCCC2)=C2CCCCC21 (stereo unspecified),0%,2%,-2%,-11%,i,i,13
Cn1c2c(c3ccccc31)CN(C(=O)c1ccccc1)CC2,-7%,6%,-3%,?,?,i,3
O=[S+]([O-])(NC1CCN(c2ccnc3ccnn23)CC1)c1cccc(C(F)(F)F)c1,·,-3%,15%,?,45µM*,-15%,11
CN(C1CCOCC1)C1CCN(C(=O)c2ccncc2)CC1,6%,-6%,-1%,-7%,20%,-2%,-16
COCCOCc1nc(C2CCCCN2C(=O)c2ccco2)no1 (stereo unspecified),2%,-18%,-5%,-13%,-23%,4%,16
COc1ccccc1-c1nnc([C@H]2CCN(C(=O)c3ccccc3)C2)o1,1%[172 µM],5%[87.6 µM],-2%[87.6 µM],-5%[174 µM],3%[172 µM],i,0
COc1ccc(CN2CCNc3cc(-c4ccccc4)ncc3C2)cc1O,1%[172 µM],58%[activator][87.6 µM],-29%[87.6 µM],?,89µM*,-16%[88.5 µM],-6
CCCCCc1ccc(-c2ccc(C(=O)Oc3ccc(C(=O)OC)cc3)cc2)nc1,·,193%[activator],-11%,·,·,·,-10
CO[C@H]1C(=O)N(C(C)C)[C@H]1C1CCN(C(=O)C(C)C)CC1,10%,-2%,0%,-4%,1%,i,27
FC(F)(F)c1cccc(C2=NOC3(CCCN(CC4CCCC4)C3)C2)c1 (stereo unspecified),·,-5%,18%,?,?,i,-1
CCN(CC)Cc1nc(C2(O)CCN(Cc3ccccc3)CC2)cs1,11%[172 µM],3%[87.6 µM],-16%[87.6 µM],?,?,i,10
Cc1ccc(Cn2c(=O)n(Cc3ccc(C(=O)NC4CCN(Cc5ccccc5)CC4)cc3)c(=O)c3ccccc32)cc1,·,1%,3%,·,·,·,9
COC[C@H]1C[C@@H](NCc2cccc(Cl)c2)[C@H](O)[C@@H]1O,-10%[230 µM],-1%[87.6 µM],1%[87.6 µM],-7%[174 µM],-7%[230 µM],3%[88.5 µM],-23
O=C1c2c(nc(CNCc3cccc(F)c3)n2Cc2ccccc2)NCCN1Cc1cccc(Cl)c1,5%,-19%,-24%,?,?,-2%,-6
Cc1ccc2c(c1)nc1n2[C@@H](CNC(=O)c2ccccc2)COC1,-3%[172 µM],0%[87.6 µM],0%[87.6 µM],-8%[138 µM],1%[172 µM],-2%[88.5 µM],-4
O=C(NC1CCN(Cc2ccccc2)CC1)C1(CCO)CCN(c2ncccn2)C1 (stereo unspecified),5%,-4%,8%,-29%,-25%,-29%,7
CN(Cc1cccc(-n2cccn2)c1)C(=O)C1COc2ccccc2C1 (stereo unspecified),16%,4%,3%,?,?,i,-14
C=CCN1CCN(C(=O)CN2CC3CC(C2)[C@H]2CCCC(=O)N2C3)CC1 (stereo partly specified),-5%,-10%,-2%,i,0%,-1%,22
COCCNc1nc2c(S(=O)(=O)c3ccccc3)nnn2c2ccc(Cl)cc12,·,-13%,11%,·,·,·,4
CCCCn1cc2c(c1-c1ccc(Cl)cc1)c(=O)n(C)c(=O)n2C,·,-11%,11%,·,·,·,1

# Next section:
canonical_smiles,FLuc inh,SNCA expr inhib,HEK293 viab,3T3 cytotox,HEK293 tox,GPT2 inhibitor,IP6K1 inhibitor
CC(C)NC(=O)NC[C@H]1O[C@@H]2C[C@@H](CC(=O)NCc3nccn3C)O[C@@H]2[C@@H]1O,-10%[172 µM],?,-6%[87.6 µM],-21%[174 µM],i,-2%[88.5 µM],2
CCOc1cc(C#N)c(NC(=O)c2ccc(OC)c(S(=O)(=O)N3CCN(c4ccccc4)CC3)c2)cc1OCC,·,-13%,5%,·,·,·,19
CC(=O)Nc1ccc(CNC(=O)CN2CCN(C(C)=O)CC2)cc1,3%,-9%,-2%,2%,1%,1%,4
COc1ccc(CN2CC(O)CN(C(=O)c3ccccc3OC)CC2=O)cc1 (stereo unspecified),·,·,·,-31%,?,·,-6
Cc1ccc(C(=O)N2CC(n3c(C)cnc3-c3ccccc3)C2)cn1,·,4%,-2%,-18%,0%,i,11
Cc1noc(C)c1C(=O)N1CC[C@H](N2CCN(C)CC2)[C@H](CCC(=O)O)C1,-12%,4%,7%,-1%,i,2%,17
COc1ccc(CNC(=O)c2cc(-c3ccc(OC)c(OC)c3)nc3n[nH]c(-c4ccc(C)cc4)c23)cc1,·,?,?,·,·,·,25
CC(=O)N1CCc2cc(S(=O)(=O)CCC(=O)Nc3ccc(C)cc3Br)ccc21,·,-4%,8%,·,·,·,-10
COCCNC(=O)[C@@H]1C[C@H](Oc2cccnc2)CN1C(=O)C1(c2ccccc2)CC1,-14%,1%,-4%,-8%,-8%,i,3
COc1ccccc1CNC(=O)CCCn1c(=O)c2cccn2c2ccccc21,·,-6%,2%,·,·,·,-20
COc1ccc(CCNC(=O)c2ccc3c(c2)nc2n3CCCCC2)cc1OC,·,39%[activator],1%,·,·,·,0
CC(C)N(C)Cc1nnnn1CC(=O)N1CCC(O)(c2cccnc2)CC1,13%,-19%,2%,-4%,i,i,-8
COC(=O)C1=C(c2ccccc2)c2ccccc2S(=O)(=O)N1CC(=O)Nc1ccccc1Cl,·,-19%,-2%,·,·,·,5
CCn1c(CC2CCN(Cc3ccc(S(C)(=O)=O)cc3)CC2)nn(C)c1=O,0%,-8%,-9%,-12%,-12%,0%,26
Cc1ccc(-c2nc(CCNC(=O)C(=O)Nc3ccc(C)cc3C)cs2)cc1,·,15%,24%,·,·,·,3
COCCCNC(=O)c1oc2c(c1C)-c1nn(Cc3ccc(Cl)cc3)cc1CC2,·,?,-22%,·,·,·,-9
COc1ccc(NC(=O)c2nnn3c2CN(Cc2cccc(Cl)c2)C(=O)CC3)c(C)c1,-2%[172 µM],-13%[87.6 µM],6%[87.6 µM],-19%[138 µM],?,i,5
CCn1cc(-c2ccc(C)cc2)cc1C(=O)NCCCN1CCOCC1,0%,-25%,-11%,?,?,-12%,24
CCCc1cnc2c(c1SCc1ccc(C(F)(F)F)cc1)c(=O)n(C)c(=O)n2C,·,13%,1%,·,·,·,11
CCCCNC(=O)C(Cc1ccccc1)NS(=O)(=O)c1ccc2c(c1)c(=O)n(C)c(=O)n2C (stereo unspecified),·,12%,-2%,·,·,·,44

# Some of the entries so far, with each value named:
COc1ccc(CN2CCNc3cc(-c4ccccc4)ncc3C2)cc1O
  FLuc inh: 1%[172 µM]; SNCA expr inhib: 58%[activator][87.6 µM]; HEK293 viab: -29%[87.6 µM]; 3T3 cytotox: ?; HEK293 tox: 89µM*; GPT2 inhibitor: -16%[88.5 µM]; IP6K1 inhibitor: -6
CCCCCc1ccc(-c2ccc(C(=O)Oc3ccc(C(=O)OC)cc3)cc2)nc1
  FLuc inh: ·; SNCA expr inhib: 193%[activator]; HEK293 viab: -11%; 3T3 cytotox: ·; HEK293 tox: ·; GPT2 inhibitor: ·; IP6K1 inhibitor: -10
CO[C@H]1C(=O)N(C(C)C)[C@H]1C1CCN(C(=O)C(C)C)CC1
  FLuc inh: 10%; SNCA expr inhib: -2%; HEK293 viab: 0%; 3T3 cytotox: -4%; HEK293 tox: 1%; GPT2 inhibitor: i; IP6K1 inhibitor: 27

# (continued)
canonical_smiles,FLuc inh,SNCA expr inhib,HEK293 viab,3T3 cytotox,HEK293 tox,GPT2 inhibitor,IP6K1 inhibitor
COC(=O)[C@@H]1Cc2c([nH]c3ccccc23)[C@H]2C[C@H](NCCN3CCOCC3)C[C@@H](c3ccc(F)cc3)N21,-8%,-11%,?,25µM*,20µM*,i,-12
Cc1c(CNC2CCC(C)CC2)c(C(=O)O)c(C)n1Cc1ccc(Cl)cc1 (stereo unspecified),·,-5%,-13%,·,·,·,-13
CC(=O)N[C@H]1C[C@@H](Cc2cc(CN(C)C)on2)C1(C)C,-15%[230 µM],14%[87.6 µM],-1%[87.6 µM],-25%[174 µM],?,-8%[88.5 µM],6
Cc1ccc(C(=O)c2cn(Cc3ccc(F)cc3)c3nc(C)ccc3c2=O)cc1,·,7%,-17%,·,·,·,-17
CC1=C[C@@H](CNC(=O)c2cccnc2)[C@H](C(C)C)C[C@H]1CC(=O)NC1CCCC1,-6%[172 µM],?,?,?,?,4%[88.5 µM],15
CCn1nccc1C(=O)N1CCC2(CC1)NC(=O)N(c1ccccc1)N2,-11%,-20%,3%,?,?,?,-17
O=C(O)C1(Oc2ccccc2F)CCN(Cc2ccc(CO)o2)CC1,-3%,-9%,?,1%,-4%,-8%,7
CC(=O)N[C@H]1[C@H](O[C@H]2CC[C@]3(C)C4CC=C5[C@@H]6CC(C)(C)CC[C@]6(C(=O)O)[C@H](O)C[C@@]5(C)[C@]4(C)CC[C@H]3C2(C)C)O[C@H](CO)[C@@H](O)[C@@H]1O (stereo partly specified),·,·,25%[23.9 µM],·,·,i,23
O=C(NC1CCCN(CCn2nc3n(c2=O)CCCC3)C1)c1ccc(C(F)(F)F)cc1 (stereo unspecified),·,·,·,-16%,5%,·,15
COc1ccc(CC(=O)NC2CCCN(Cc3ccc(-c4cncnc4)cc3)C2)cc1 (stereo unspecified),·,-20%,9%[12.5 µM],-29%,?,-11%,5
O=C(NCc1cccnc1)c1cccnc1N1CC2CC(C1)[C@H]1CCCC(=O)N1C2 (stereo partly specified),-8%,-17%,2%,-10%,-13%,-1%,11
COCCCNc1cc(-c2ccc(Cl)cc2)nc2c(C)noc12,?,32%[activator][87.6 µM],-1%[87.6 µM],?,?,4%[88.5 µM],-13
COCCn1nc2n(c1=O)CCN(C(=O)CCc1c(C)noc1C)CC2,-7%,-12%,6%,-1%,-2%,i,-2
O=C1C[C@@H]2CCN(C(=O)COc3ccccc3)C[C@@H]2CCN1Cc1cccnc1,-6%[172 µM],-7%[87.6 µM],2%[87.6 µM],-12%[174 µM],-3%[172 µM],3%[88.5 µM],-1
CC(=O)N1CCC(COc2ccc3c(cnn3CC[S+](C)(=O)[O-])c2)CC1,?,16%[87.6 µM],6%[87.6 µM],?,-25%[172 µM],-11%[88.5 µM],-3
O=C(Cc1ccccc1)OC[C@H]1O[C@H](O[C@H]2O[C@H](CO)[C@@H](O)[C@H](O)[C@H]2O)[C@H](O)[C@@H](O)[C@@H]1O,·,·,-14%[23.9 µM],·,·,i,12
CCC(C(=O)O)C1CCC(C)C(C(C)C(O)C(C)C(=O)C(CC)C2OC3(C=CC(O)[C@@]4(CC[C@](C)(C5CC[C@@](O)(CC)C(C)O5)O4)O3)C(C)CC2C)O1 (stereo partly specified),·,-16%,?,·,·,-9%,·
CC(C)C(=O)N1Cc2ccccc2NC(=O)C12CCNC2 (stereo unspecified),·,10%[87.6 µM],-1%[87.6 µM],i,i,-10%[88.5 µM],-18
CCOc1cccc(C(=O)Nc2c(C(=O)c3ccc(OC)cc3)oc3ccccc23)c1,·,20%,-1%,·,·,·,11
CC1CCN(C(=O)c2cc3n(n2)CC(c2ccc(Cl)cc2)OC3)CC1 (stereo unspecified),-8%,-1%,3%,40µM*,?,i,-2

# Bioassay records as filed in PubChem.
